NR3A LBD binder = modulators (binders) of human NR3A ligand-binding domain | AID 1259313 | Tm shift relative to glycine control, % at 25 µM | 340,000 tested, 2.5% active | NR3A LBD differential scanning fluorimetry, Tm shift; 0% = protein alone, 100% = glycine-bound protein;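 active means melting temperature shift of at least 10% of the positive control shift, at one fixed dose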
SENP7 inh = SENP7 protease inhibition | inhibition, % at 5 µM | 330,000 tested, 1.5% active | recombinant SENP7, Z-RLRGG-aminoluciferin luminescence, 40 min;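 active means inhibition above about 50% at the single test dose, limit read from the data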;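 further: plate controls were DMSO with enzyme for no effect and no enzyme buffer wells for full effect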
Target sequence (Q9BQF6 706-1050 limits assumed): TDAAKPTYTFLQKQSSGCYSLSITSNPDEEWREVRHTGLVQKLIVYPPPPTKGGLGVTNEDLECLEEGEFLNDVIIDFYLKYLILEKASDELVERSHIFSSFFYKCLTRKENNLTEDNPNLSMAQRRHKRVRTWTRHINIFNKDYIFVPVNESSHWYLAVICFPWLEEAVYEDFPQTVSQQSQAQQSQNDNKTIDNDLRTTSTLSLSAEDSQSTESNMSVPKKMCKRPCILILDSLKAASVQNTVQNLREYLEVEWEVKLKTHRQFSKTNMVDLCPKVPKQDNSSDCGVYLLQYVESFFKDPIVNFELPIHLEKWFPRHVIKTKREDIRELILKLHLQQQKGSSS
PfG6PD inh = PfG6PD (Plasmodium falciparum) enzyme inhibition. 350,000 tested, 0.78% active. AID 504690. inhibition, % at 20 µM. PfGluPho enzyme, NADPH resazurin-diaphorase fluorescence;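 active means inhibition reaching at least a set limit at 20 µM in the primary screen, cut at about 59% in these data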;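 further: 0% = DMSO wells with substrate and 100% = DMSO wells lacking glucose-6-phosphate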
ATG4B inh = inhibitors of human ATG4B cysteine protease; Q9Y4P1; ATG4B cleavage of LC3-PLA2, NBD-HPC fluorescence, 1 h; inhibition, % at 8.33 µM; 340,000 tested, 0.51% active; AID 504462; in the data active means inhibition above about 40%
Target sequence (Q9Y4P1 whole entry, looked up): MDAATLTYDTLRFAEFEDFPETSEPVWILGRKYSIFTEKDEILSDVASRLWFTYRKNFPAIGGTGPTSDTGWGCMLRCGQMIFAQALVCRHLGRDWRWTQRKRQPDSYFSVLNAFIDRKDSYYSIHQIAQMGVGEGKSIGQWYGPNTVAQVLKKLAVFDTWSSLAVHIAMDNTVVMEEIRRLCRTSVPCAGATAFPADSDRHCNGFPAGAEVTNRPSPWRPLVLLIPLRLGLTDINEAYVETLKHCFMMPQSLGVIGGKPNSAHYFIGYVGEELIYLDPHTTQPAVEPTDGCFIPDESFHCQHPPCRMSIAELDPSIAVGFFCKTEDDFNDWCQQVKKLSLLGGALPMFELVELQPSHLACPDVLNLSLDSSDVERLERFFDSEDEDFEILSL
SENP6 inh = SENP6 protease inhibition | Q9GZR1 | Recombinant SENP6 catalytic domain, aminoluciferin luminescence | inhibition, % at 10 µM | 330,000 tested, 1.8% active;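 active means inhibition above about 50% at the single tested dose, limit read from the data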;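 further: plate controls were DMSO wells with enzyme for no effect and DMSO wells lacking enzyme for full effect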
MPTP block = blocks calcium-induced mitochondrial swelling | isolated mouse mitochondria, Ca2+ swelling absorbance, 30 min | inhibition, % at 10 µM | 360,000 tested, 1.4% active | AID 602449;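 active means inhibition of 50% or more, scaled per plate between neutral and stimulator controls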;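 further: 0% = DMSO wells given calcium and 100% = 1 mM EGTA wells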
SENP8 inh = SENP8 (human) protease inhibition. inhibition, % at 20 µM. Q96LD8. 360,000 tested, 0.64% active. AID 602440. recombinant SENP8, Nedd8 substrate fluorescence; in the data active means inhibition mostly above about 40%, no sharp cut-off; inactive means mostly below about 27%
Target sequence (Q96LD8 whole entry, looked up): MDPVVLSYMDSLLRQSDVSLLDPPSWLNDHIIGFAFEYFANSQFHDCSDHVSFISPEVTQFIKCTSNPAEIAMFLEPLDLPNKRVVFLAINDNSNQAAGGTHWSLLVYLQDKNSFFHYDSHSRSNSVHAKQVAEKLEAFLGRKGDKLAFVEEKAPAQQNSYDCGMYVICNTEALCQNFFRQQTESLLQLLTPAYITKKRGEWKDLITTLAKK
HKDC1 inh = HKDC1 (human) hexokinase inhibition. inhibition, % at 20 µM. 340,000 tested, 0.16% active. AID 493160. recombinant HKDC1, G6PDH/diaphorase resazurin coupled fluorescence;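 active means inhibition above about 35% when tested at 20 µM, limit read from the data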;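 further: plate controls were DMSO wells with enzyme for no effect and DMSO wells lacking enzyme for full effect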
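Assay system: in-house recombinant HK5 (HKDC1) enzyme. Input: HKDC1 at 5 µg/mL. Medium: Tris pH 8.0 buffer with MgCl2, Tween-20, BSA, BME. Dosing: single 20 µM dose. Schedule: 90 min reaction incubation at room temperature, dark. Signal: resazurin-to-resorufin fluorescence via G6PDH and diaphorase coupling, 525/613 nm. Controls: DMSO-enzyme wells negative, buffer-substituted wells positive.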
Starred values were filed as active, the others as inactive; x = not tested or not shown.

SMILES	NR3A LBD binder	SENP7 inh	PfG6PD inh	ATG4B inh	SENP6 inh	MPTP block	SENP8 inh	HKDC1 inh
CCOC(=O)C(C)n1cnc2scc(-c3ccc(C)c(C)c3)c2c1=O (stereo unspecified)	0	-5	2	-11	-2	-0.3	9	-1
Cc1cccnc1NC(=O)Nc1ccc(F)cc1	4	-8	-14	0	-2	-2.3	8	-2
O=C(COc1cc([N+](=O)[O-])cc2cccnc12)NCCC1=CCCCC1	1	-1	-17	0	-13	-1.8	14	6
Cc1ccc(/C=C(\C#N)c2nn(-c3ccccc3)c(N)c2C#N)cc1	-2	0	3	-16	3	1.8	-446	0
CCOc1cc(C(=O)NCCc2ccc(S(N)(=O)=O)cc2)cc(OCC)c1OCC	-4	2	-2	-9	17	-0.5	9	0
CNC(=O)Cc1csc2ccc(C)cc12	14*	3	8	-11	-2	2.4	-2	-5
COc1ccc(S(=O)(=O)N2CCN(C(=O)NCc3ccc(C)cc3)CC2)cc1	-1	1	18	3	0	1.4	0	-4
CCOC(=O)c1cccc(NC(=O)C2CCN(c3ncnc4c3nc3n4CCCCC3)CC2)c1	-1	-9	-1	-1	-6	0.4	10	1
CCCCn1c(N)c(N(CC(C)C)C(=O)c2ccc(Br)s2)c(=O)[nH]c1=O	-1	-10	13	-1	7	-0.5	-16	-3
N#CNC1=NCN(Cc2ccccc2)CN1	1	-11	1	-10	-10	-0.6	24	-2
O=C(COC(=O)CCC1CCCC1)Nc1cccc(S(=O)(=O)N2CCOCC2)c1	-2	-17	-7	-14	-16	0.1	8	2
Cc1cccc(/C=c2\s/c(=C\C(=O)C(C)(C)C)[nH]c2=O)c1	-5	3	-11	-19	9	3.3	-4	10
Cc1cc(C)n(-c2ccc(NC(=O)C3CCCCN3C(=O)c3ccoc3)cc2)n1 (stereo unspecified)	4	13	7	10	-9	-2.5	-6	-5
Cc1cc(C(=O)CSc2ccc3c(c2)OCCO3)c(C)n1C1CC1	1	-6	3	8	-36	25	13	8
COc1ccc(CCNC(=O)C2CCN(S(=O)(=O)c3ccc(Cl)cc3)CC2)cc1OC	-1	-11	-13	5	-28	1.0	7	-2

Profiles from above.
CNC(=O)Cc1csc2ccc(C)cc12 is listed as NR3A LBD binder: 14*; SENP7 inh: 3; PfG6PD inh: 8; ATG4B inh: -11; SENP6 inh: -2; MPTP block: 2.4; SENP8 inh: -2; HKDC1 inh: -5
Cc1cccc(/C=c2\s/c(=C\C(=O)C(C)(C)C)[nH]c2=O)c1 is listed as NR3A LBD binder: -5; SENP7 inh: 3; PfG6PD inh: -11; ATG4B inh: -19; SENP6 inh: 9; MPTP block: 3.3; SENP8 inh: -4; HKDC1 inh: 10

Other structures.
SMILES	NR3A LBD binder	SENP7 inh	PfG6PD inh	ATG4B inh	SENP6 inh	MPTP block	SENP8 inh	HKDC1 inh
Cc1ccc(OCC(=O)Nc2ccc(S(=O)(=O)N3CCCCC3)cc2)c([N+](=O)[O-])n1	-13	4	-2	-4	-13	-1.1	8	0
O=C(c1ccc(NS(=O)(=O)c2ccc3[nH]c(=O)[nH]c3c2)cc1)N1CCN(c2ccccc2O)CC1	-4	12	-2	-6	-10	-0.7	19	9
COc1ccc(N=Nc2c(-c3ccc(OC)cc3)[nH]oc2=O)cc1	-6	-9	5	-9	-5	1.4	18	-1
O=C(NCc1ccc(F)cc1)c1cnn2ccccc12	-1	6	-18	0	-7	-1.5	-186	-2
COc1ccc(/C(C)=N/OC/C(O)=C(\C#N)c2nc3ccccc3[nH]2)cc1	4	-11	-23	7	0	2.2	-72	4
Cc1cccc(S(=O)(=O)c2c(C)cc(C)[nH]c2=O)c1	-1	-3	-11	-1	5	1.0	-37	-3
COc1cccc2cc(C(=O)NCc3ccc(F)cc3)c(=N)oc12	2	6	15	-4	-6	1.2	-25	4
COc1cccc(NC(=O)c2ccc(CN3CCc4ccccc4C3)cc2)c1	-2	46	1	-5	45	-1.1	25	-1
O=C(Nc1cccc(C(=O)N2CCCC2)c1)c1ccccc1	-1	-13	-12	2	-14	-0.4	11	4
COc1ccc(Cl)cc1S(=O)(=O)N1CCN(C)CC1	-2	-4	15	-3	-10	-1.8	9	-5
CC(C)C(OC(=O)c1nsc(Cl)c1Cl)C(=O)NCc1ccc2c(c1)OCO2 (stereo unspecified)	6	0	7	-8	-5	-0.8	9	3
CCn1c(SCC(=O)N/N=C/c2ccc(C)o2)nnc1-c1ccccc1	-5	5	-11	1	5	-0.7	13	12
CC(CC(=O)Nc1ccncc1)c1ccccc1 (stereo unspecified)	0	3	4	-13	-3	1.8	17	1
CCN1C(=O)[C@H]2[C@@H](c3ccc(C)cc3)N3C(=O)N(c4cccc(C)c4)C(=O)[C@@]3(Cc3ccccc3)[C@H]2C1=O	-2	-1	-2	-1	0	4.2	16	-6
O=C(O)C1CC(=O)n2c(nc3ccccc32)S1 (stereo unspecified)	-1	5	-1	1	1	-1.7	14	-1
COc1ccc(NC(=S)N2CCCCCC2)cc1OC	-1	-2	1	-9	-19	0.5	5	-6
COc1ccccc1N(CC(O)CN1CCCC1)S(=O)(=O)c1ccccc1 (stereo unspecified)	-1	-3	-6	-3	-5	0.2	14	-7
COc1ccc(N2CCN(S(=O)(=O)c3cc(-c4cc(C)no4)ccc3C(C)C)CC2)cc1	-1	-7	-2	0	7	2.3	4	0
O=C(Nc1ccccc1C(=O)Nc1ccccc1)c1ccccc1Br	-1	10	-7	17	0	1.1	-4	8
Cc1ccc(S(=O)(=O)N2CCC(C(=O)Nc3ccc(S(=O)(=O)N4CCCC4)cc3)CC2)cc1C	-4	1	8	-15	-9	-0.8	22	7
O=C(c1cccs1)N1CCN=C1SCc1cccc(F)c1	-1	7	-9	1	-4	0.1	10	-8
CCC(Sc1nc(C)cc(=O)[nH]1)C(=O)Nc1nc(-c2ccccc2)cs1 (stereo unspecified)	-6	6	-22	19	2	-1.9	4	19
O=C(CCNC(=O)c1ccccc1Cl)NN1C(=O)NC2(CCCCC2)C1=O	0	4	7	-3	-12	-0.5	11	-4
Cc1ccccc1N1CCN(S(=O)(=O)c2nnc(NC(=O)c3ccco3)s2)CC1	0	6	-16	24	6	3.5	-192	11
Cc1ccc(-c2nc(N)sc2CC(=O)OCC(=O)NC2CCCC(C)C2C)cc1 (stereo unspecified)	-1	6	12	-9	1	-0.7	-8	4
COc1cc(CNc2ccc(O)cc2)cc(Br)c1OCc1ccccc1F	3	60*	60*	19	23	5.2	19	14
COCCN(Cc1ccc(C)c(Br)c1)C(=O)Cn1cnc(S(=O)(=O)N2CCCC2)c1	0	-4	2	-1	7	-0.8	4	-4
Cc1ccccc1OCCC(=O)N1CCN(S(=O)(=O)c2ccc(Cl)cc2)CC1	2	-1	2	-17	-6	-3.0	14	3
CCNS(=O)(=O)c1ccc(CCC(=O)NCCC2=CCCCC2)cc1	7	-4	4	0	-7	0.7	15	-9
Cc1cc(NC(=O)CSc2nnc(-c3ccccc3F)n2N)no1	-1	10	2	1	1	0.9	-10	-5
Cc1ccsc1C(=O)N(c1nc2ccccc2s1)c1c(C)cccc1C	7	-6	12	-13	-14	1.1	-12	2
COc1cc(C(=O)Nc2ccc(-c3nnc(-c4ccco4)o3)cc2)cc(OC)c1OC	30*	-1	2	-28	4	1.5	-316	2
O=C1/C(=C/c2ccc(O)cc2)SC(=S)N1CC1CCCO1 (stereo unspecified)	2	8	-20	15	44	60*	28	3
COc1ccc(/C=N/NS(=O)(=O)c2ccccc2)cc1OS(=O)(=O)c1ccccc1	0	12	-22	-5	-13	3.3	18	8
CC(C)C(=O)NCCn1ccc2ccccc21	1	0	-6	5	-13	-1.2	9	-3
N#CC(C(=O)NCc1ccccc1)c1nc2ccccc2nc1N1CCCC1 (stereo unspecified)	-2	-2	-2	-12	-10	6.4	-472	1
CC(=O)NC(Cc1ccc(F)cc1)C(=O)NC1CCN(C(=O)Nc2cccc(C)c2)CC1 (stereo unspecified)	1	-1	5	-6	-26	-0.7	14	-5
NC(=O)c1c(NC(=O)c2cccc(N3C(=O)CCC3=O)c2)sc2c1CCCCC2	4	-7	4	6	0	-0.5	-178	1
CCn1c(SCc2ccccc2)nnc1C1CCCCC1	-2	1	10	-4	5	0.9	10	8
CC1=C(C(=O)OCc2ccccc2)C(c2ccc(C(F)(F)F)cc2)NC(=O)N1CCCCCC(=O)O (stereo unspecified)	0	2	-2	-17	-3	-0.3	13	2
CC(C)c1ccccc1OCCCN1CCCC1	0	-5	6	2	4	0.3	8	-1
OCCC1CN(Cc2cccc3c2OCO3)CCN1Cc1ccccc1 (stereo unspecified)	-1	2	6	-2	10	0.2	5	-7
Cc1ccc(CNC(=O)C2CCN(S(=O)(=O)N3CCCCC3)CC2)cc1	-1	5	-2	-6	4	-0.2	16	16
CC1CCC(NC(=O)C2c3ccccc3C(=O)N2Cc2cccs2)CC1 (stereo unspecified)	1	3	-9	-5	-7	0.2	14	-3
CC(=O)Nc1ccc(NC(=O)COC(=O)c2ccc([N+](=O)[O-])o2)cc1	1	12	13	0	15	0.2	34*	0
CC(=O)N1CCOc2ccc(S(=O)(=O)NCCc3ccc(Cl)cc3)cc21	1	-9	-9	1	-19	-0.3	10	0
Cc1cccc(C)c1NC(=O)CN1C(=O)C2CC=CCC2C1=O (stereo unspecified)	-2	7	-9	-2	-9	-0.1	1	0
CCOC(=O)C(NC(C)=O)(N1CCc2ccccc2C1)C(F)(F)F (stereo unspecified)	0	2	7	-13	-1	2.0	3	0
CCn1c(SCC(=O)N2CCCC(C)C2)nnc1-c1ccco1 (stereo unspecified)	-1	7	10	-2	-1	-1.5	14	-3
CCOC(=O)NC(NCc1ccccc1)(C(F)(F)F)C(F)(F)F	-7	-1	-10	2	-6	6.7	24	5
CCCC[C@H]1COCCS(=O)(=O)N1Cc1cccc(F)c1	-5	-1	-8	14	2	-0.4	6	3
O=C(N/C(=C/c1cccc([N+](=O)[O-])c1)C(=O)N1CCCCC1)c1ccco1	-1	-3	10	-2	-11	-0.2	7	-5
CC(C)CCN1CCC(Cc2ccccc2)(NC(=O)c2ccccc2)C1=O (stereo unspecified)	-3	3	12	5	8	5.2	14	-2
Cn1cccc1/C=N/NC(=O)c1ccc[n+]([O-])c1	-1	-5	-13	6	-29	-1.5	10	-8
c1ccc(-c2cnn3nnnc3n2)cc1	1	-5	-11	-10	0	0.6	-97	3
CC(=O)Nc1ccc(S(=O)(=O)NCCN2CCNC2=O)cc1Cl	1	-3	-7	-8	-4	-2.0	6	-2
Oc1ccc(Cl)cc1Nc1nc(NCC2CCCO2)c2ccccc2n1 (stereo unspecified)	0	-5	20	11	-9	6.6	-20	-1
COc1cc(C(=O)N/N=C/C2CC=CCC2)cc(OC)c1OC (stereo unspecified)	-6	x	-7	1	x	3.7	21	1
CCOC(=O)N1CCN(S(=O)(=O)c2ccc(Br)cc2)CC1	-1	10	-26	1	-14	-0.9	22	5
CCc1nnc(NC(=O)CSc2nnc(-c3ccccc3OC)n2-c2ccccc2)s1	-1	-5	-22	-2	-24	2.9	7	6
CCn1c(C)csc1=NC(=O)c1ccccc1	-1	4	1	-5	-10	-0.1	-142	-4
Cc1ccnc(NC(=O)CCC(=O)N(CC(=O)NCc2ccccc2)Cc2ccccc2)c1	0	7	3	8	19	-0.3	5	-2
Cc1nn(Cc2cccc(Oc3ccccc3)c2)c(C)c1NC(=O)NC12CC3CC(CC(C3)C1)C2	-4	-6	10	-9	-7	4.8	11	5

Random excerpt: four compounds from above.
SMILES	NR3A LBD binder	SENP7 inh	PfG6PD inh	ATG4B inh	SENP6 inh	MPTP block	SENP8 inh	HKDC1 inh
Cc1ccnc(NC(=O)CCC(=O)N(CC(=O)NCc2ccccc2)Cc2ccccc2)c1	0	7	3	8	19	-0.3	5	-2
O=C(N/C(=C/c1cccc([N+](=O)[O-])c1)C(=O)N1CCCCC1)c1ccco1	-1	-3	10	-2	-11	-0.2	7	-5
CCOC(=O)NC(NCc1ccccc1)(C(F)(F)F)C(F)(F)F	-7	-1	-10	2	-6	6.7	24	5
CC(=O)Nc1ccc(S(=O)(=O)NCCN2CCNC2=O)cc1Cl	1	-3	-7	-8	-4	-2.0	6	-2
